Screening data from PubChem.
FLuc modulator = qHTS profiling assay for firefly luciferase inhibitor/activator using purifed enzyme and Km concentrations of substrates (counterscreen for miR-21 project); Potency, µM (doses to about 57.5 µM), for the others: at the top dose activity change, negative = inhibition, most hits filed as inhibitors; purified FLuc, Km substrates, luminescence inhibition; Luciferin 4-monooxygenase (Photinus pyralis), P08659; hit rate 6.9% among 360,000;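 also: plate controls were vehicle for no effect and reference inhibitor for full effect; nearly all actives have a fitted effect of over 55% in size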
Target sequence (P08659 whole entry, looked up): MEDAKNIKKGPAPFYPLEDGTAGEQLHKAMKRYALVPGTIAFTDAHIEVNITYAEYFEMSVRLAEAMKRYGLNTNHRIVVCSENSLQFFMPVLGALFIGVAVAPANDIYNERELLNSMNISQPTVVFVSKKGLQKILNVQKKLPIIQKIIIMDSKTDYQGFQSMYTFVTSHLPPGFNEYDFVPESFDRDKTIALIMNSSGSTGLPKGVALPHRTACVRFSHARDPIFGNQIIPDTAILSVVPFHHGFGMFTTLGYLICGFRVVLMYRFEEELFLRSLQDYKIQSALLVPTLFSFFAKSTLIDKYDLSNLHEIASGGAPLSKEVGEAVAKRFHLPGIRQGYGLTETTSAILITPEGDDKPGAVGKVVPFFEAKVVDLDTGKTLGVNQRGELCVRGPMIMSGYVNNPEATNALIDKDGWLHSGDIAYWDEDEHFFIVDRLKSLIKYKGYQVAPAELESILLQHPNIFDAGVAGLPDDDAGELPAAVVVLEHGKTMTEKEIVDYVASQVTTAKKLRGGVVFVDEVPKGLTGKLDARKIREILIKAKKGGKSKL
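Purified P. pyralis luciferase (10nM final) with 10uM D-luciferin and 10uM ATP (Km levels) in 50mM Tris acetate pH 7.5, 10mM Mg acetate, 0.01% Tween-20, 0.05% BSA; qHTS 6-point titration, ~60 µM downward; luminescence read.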
BRCA1 expr up = qHTS Assay to Identify Small Molecule Activators of BRCA1 Expression. MCF7-BRCA1-FFLuc reporter, luminescence, 48 h; response scale: scaled: vehicle 0%, 10 µM genistein 100%. Potency, µM (highest dose often 46.1 µM), inactives show at the highest dose activation, usual class: activators. hit rate 1.1% among 380,000. AID 624202, 2012; also: nearly all actives have a fitted effect of over 80% in size; some results filed as inactive show a strong effect at the top dose
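Using MCF7 cells harboring a BRCA1 firefly luciferase reporter, plated 2 h before compound pinning, the screen measured luminescence after 48 h incubation. Responses were normalized to DMSO and 10 microM genistein, then fitted for concentration-effect.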
RORg inh = qHTS for inhibitors of ROR gamma transcriptional activity. Nuclear receptor ROR-gamma (Mus musculus), P51450. Drosophila S2 Gal4-RORgamma UAS-luciferase reporter, 20 h. Potency, µM (series often up to 53.6 µM), without a hit: at the highest dose activity change, negative = inhibition, usual class: inhibitors. hit rate 5.4% among 310,000; also: % is scaled to controls: 0 for no effect and ±100 for the full control effect; nearly all actives have a fitted effect of over 60% in size
Target sequence (P51450 whole entry, looked up, the tested form may be a part): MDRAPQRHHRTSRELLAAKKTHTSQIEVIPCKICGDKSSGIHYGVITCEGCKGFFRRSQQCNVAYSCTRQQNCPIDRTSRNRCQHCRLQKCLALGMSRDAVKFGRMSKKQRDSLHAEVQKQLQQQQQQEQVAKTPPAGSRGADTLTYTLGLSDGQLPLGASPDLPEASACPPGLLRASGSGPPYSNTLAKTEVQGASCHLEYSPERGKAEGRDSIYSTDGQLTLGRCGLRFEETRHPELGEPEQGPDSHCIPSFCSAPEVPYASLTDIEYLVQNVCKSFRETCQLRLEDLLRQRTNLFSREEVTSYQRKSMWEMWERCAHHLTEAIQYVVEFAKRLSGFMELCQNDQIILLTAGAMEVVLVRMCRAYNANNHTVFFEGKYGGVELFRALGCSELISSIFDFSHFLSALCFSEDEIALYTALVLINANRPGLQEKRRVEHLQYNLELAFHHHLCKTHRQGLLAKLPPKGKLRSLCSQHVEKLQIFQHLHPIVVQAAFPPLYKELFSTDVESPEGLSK
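Compounds are pin-transferred onto Drosophila Schneider cells expressing a copper-inducible Gal4–ROR gamma transactivation domain fusion. After 1 hr, copper sulfate is added to 700 uM final; luciferase is read 20 hr later.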
ELG1 genotoxic = qHTS screen for small molecules that induce genotoxicity in human embryonic kidney (HEK293T) cells expressing luciferase-tagged ELG1 | HEK293T ELG1-luciferase reporter, luminescence, 16 h | Potency, µM (doses to about 46 µM), inactives show at the top dose activity change, positive = activation, hits mostly activators | hit rate 1.3% among 330,000 | AID 504466, 2011; also: % of control where 0% means no effect; nearly all actives have a fitted effect of over 60% in size
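DMSO vehicle served as control against compound-treated ELG1-luciferase HEK293T cells; exposure lasted 16 hr at 37 °C and 5% CO2, followed by ONE-Glo luminescence detection after 30 min.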
p53 reactivation = qHTS assay for re-activators of p53 using a Luc reporter; H1299 p53-A138V BP100-luciferase reporter, luminescence, 24 h; Potency, µM (titrated, usually from 92.2 µM), for the others: at the top dose activity change, positive = activation, actives largely listed as activators; hit rate 0.063% among 320,000; also: % of control where 0% means no effect; nearly all actives have a fitted effect of over 45% in size
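p53-null H1299 cells stably carrying temperature-sensitive p53-A138V and a BP100-luciferase reporter were pinned with compounds (4-point, 1:5 series) and held 24 hrs at 37 deg C. Luminescence was read 10 min after detection reagent.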
MBNL1-CUG inh = qHTS Assay for Inhibitors of MBNL1-poly(CUG) RNA binding. Muscleblind-like protein 1 (Homo sapiens), Q9NR56. TR-FRET MBNL1-His/biotin-(CUG)12 binding, 665/545 ratio. Potency, µM (doses to about 57.5 µM), for inactives: at the highest dose activity change, negative = inhibition, actives largely listed as inhibitors. hit rate 0.036% among 280,000. AID 2675, 2010; active = well fitted inhibition curve with a large enough effect in the signal ratio, with a control signal flat, not every such curve was filed as active; inconclusive = small, poorly fitted or top-dose-only effect, or effect the other way, or a change in a side signal; inactive = no such curve, though single readings can be large or run the other way; the % refers to the signal ratio; also: % is scaled to controls: 0 for no effect and ±100 for the full control effect
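Compounds (final 92 nM to 58 uM) are added to His-tagged MBNL1 and biotin-(CUG)12, then terbium anti-His antibody and streptavidin-XL665 (5 nM final). After 60 min at room temperature, the 665/545 nm ratio is read.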
NPC1 prom act = qHTS Assay for NPC1 Promoter Activators | Potency, µM (highest dose often 9.22 µM), for inactives: top-dose activation, most hits filed as activators | Huh7 NPC1 promoter luciferase reporter, 24 h | hit rate 2.4% among 320,000 | AID 485313, 2010;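 also: % of control where 0% means no effect; nearly all actives have a fitted effect of over 60% in size; reporter is driven by a mutant NPC1 promoter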
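Huh7 cells stably carrying NPC1 promoter–luciferase, plated in Opti-MEM with 10% FBS for 2 h, were exposed to compound in DMSO for 24 h at 37 °C; luciferase reagent was added for 10 min and luminescence read.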
CXXC DNA block = qHTS Fluorescence Polarization Assay for Inhibitors of MLL CXXC domain - DNA interaction; Histone-lysine N-methyltransferase 2A (Homo sapiens), Q03164; MLL-CXXC / FITC-HOXA9 DNA fluorescence polarization; Potency, µM (titrated, usually from 115 µM), for inactives: at the highest dose activity change, negative = inhibition, most hits filed as inhibitors; hit rate 0.037% among 290,000; AID 2662, 2010; active = well fitted inhibition curve with a large enough effect in the polarisation, with a control signal flat, not every such curve was filed as active; inconclusive = small, poorly fitted or top-dose-only effect, or effect the other way, or a change in a side signal; inactive = no such curve, though single readings can be large or run the other way; the % refers to the polarisation
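Fluorescence polarization: 7 uM MLL-CXXC (stock) preincubated 5 min with compounds, then 50 nM fluorescein-HOX-A9 DNA (stock) added; 30 min ambient. Buffer 50 mM Tris-HCl pH 7.5, 50 mM NaCl, 1 mM DTT, 0.05% BSA.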
Rab9 promoter act = qHTS Assay for Rab9 Promoter Activators | Huh7 Rab9 promoter-luciferase reporter, luminescence, 24 h | Potency, µM (titrated, usually from 9.22 µM), without a hit: at the top dose activation, negative = inhibition, usual class: activators | hit rate 2.8% among 320,000; also: % of control where 0% means no effect; nearly all actives have a fitted effect of over 60% in size
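Luminescence from Amplite-detected luciferase (10 minutes, ambient) reports Rab9 promoter activation. Before that, stable Rab9-luciferase Huh7 cells (1500/well, reduced-serum OP-MEM I plus 10% FBS) were exposed to compound for 24 hours at 37C.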
Gal4-VP16 FLuc = VP16 counterscreen qHTS for inhibitors of ROR gamma transcriptional activity. Drosophila S2 Gal4-VP16 UAS-luciferase, luminescence, 20 h. Potency, µM (top dose mostly 53.6 µM), for the others: at the highest dose activity, negative = inhibition, most hits filed as inhibitors. hit rate 3.5% among 310,000;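 also: Gal4-VP16 expression switched on by copper sulfate through the metallothionein promoter; % is scaled to controls: 0 for no effect and ±100 for the full control effect; nearly all actives have a fitted effect of over 50% in size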
uPA generation = qHTS for Inhibitors of Cell Surface uPA Generation. cell surface uPA generation assay, qHTS. Potency, µM (top dose mostly 38.3 µM), for inactives: top-dose activity change, negative = inhibition, actives largely listed as inhibitors. hit rate 0.31% among 330,000. AID 540303, 2011; active = well fitted inhibition curve with a large enough effect; inconclusive = small, poorly fitted or top-dose-only effect; inactive = no such curve, though single readings can be large or run the other way; tested in mouse RAW 264.7 cells; also: % is scaled to controls: 0 for no effect and ±100 for the full control effect; nearly all actives have a fitted effect of over 55% in size
* = called active by the depositor; ? = inconclusive; / = no result given; [ ] = another dose, or the depositor's remark. Unless noted, calls follow the shape of the dose curve; as a rule, active = well fitted curve in the direction sought with a large enough effect; inconclusive = small, poorly fitted or top-dose-only effect, or another doubt; inactive = no such curve, though single readings can be large; an effect the other way counts as inactive or inconclusive. Potency is read from the fitted curve at half-maximal effect.

Under each structure – FLuc modulator | BRCA1 expr up | RORg inh | ELG1 genotoxic | p53 reactivation | MBNL1-CUG inh | NPC1 prom act | CXXC DNA block | Rab9 promoter act | Gal4-VP16 FLuc | uPA generation
O=C(CCCCCNC(=O)c1ccccc1)N/N=C/c1ccccc1
    0% | 4% | 26% | 7% | ? | -2% | 1% | 13% | -9% | -1% | 1%
O=C(NC(=S)N1CCN(C/C=C/c2ccccc2)CC1)c1cccnc1
    2% | -3% | 0.4µM* | -3% | -2% | -7% | -2% | -15% | -12% | 0.89µM* | -2%
O=C(CC1NCCNC1=O)OCc1ccccc1 (stereo not drawn)
    12% | 40% | 4% | 6% | 10% | 0% | 2% | 8% | 9% | -5% | 4%
CS(=O)(=O)Nc1nnc(CCc2ccccc2)s1
    5% | -2% | 12%[1.91 µM] | 1% | / | -5% | -1% | 1% | 0% | -8% | -1%
O=C(Nc1ccccc1Cl)N1CCN(c2ccc3nnc(-c4ccccc4)n3n2)CC1
    2% | -9% | 28% | -2% | -8% | -1% | -5% | -5% | -1% | -3% | ?
CCOc1ccc(S(=O)(=O)c2c[nH]c3ccc(C)cc3c2=O)cc1
    -2% | 24% | 2% | -10% | 1% | -16% | -5% | 14% | 10%[1.84 µM] | 2% | 5%
COc1ccc([N+](=O)[O-])cc1NC(=O)Cn1ccc(C(F)(F)F)n1
    4% | -5% | 11% | -11% | 2% | / | 2% | 2% | 12% | 1% | 8%
Cc1cc(Br)ccc1NC(=O)CN(C)C(=O)CN1C(=O)NC(C)(C2CC2)C1=O (stereo not drawn)
    4% | -1% | / | 0% | 4% | / | -2% | / | 4% | / | -29%
CCCCOC(=O)NCN1C(=O)C2C3C=CC(C3)C2C1=O (stereo not drawn)
    -4% | 3% | -12% | -1% | -9% | 1% | -1% | 5% | -9% | 10% | 3%
Cc1cc(C)c2c(=O)[nH]c(SCC(=O)N(C)C)nc2n1
    -2% | -7% | -1% | 0% | 3% | -5% | 1% | -5% | 7% | -4% | -5%
CCN(CC(=O)Nc1ccc(NC(C)=O)cc1)C(=O)c1cccc(-n2cccc2)c1
    -2% | -25% | / | 0% | -6% | / | -1% | / | -2% | / | -5%
O=C(Cn1nc2ccccc2n1)N/N=C/c1ccc(F)cc1
    6% | 1% | 24% | 1% | 12% | 5% | 21% | -8% | 16% | 1% | 2%
O=C(C1=NOC(CNc2ncc(C(F)(F)F)cc2Cl)C1)N1CCOCC1 (stereo not drawn)
    -1% | -7% | 0% | -2% | -4% | -19% | 0% | 7% | -3% | -2% | 1%
CCOC(=O)C1=C(C)NC2(O)c3ccccc3C(=O)C12O (stereo not drawn)
    4% | -30% | 33% | 1% | -2% | 0% | -2% | -3% | 6% | -14% | 3%
Cc1cc(C)n(C(=O)Cn2nc(C)c(Cl)c2C)n1
    5% | -1% | -31% | 4% | / | 0% | 1% | 7% | -1% | 5% | 7%
CN1C(=O)SC(Nc2ccc(F)cc2)C1=O (stereo not drawn)
    -1% | 0% | -12% | 1% | 11% | -1% | -3% | 2% | 4% | 15% | -3%
O=C1OC(/C(=C\Nc2ccccc2)[N+](=O)[O-])c2ccccc21 (stereo not drawn)
    -1% | -26% | -44% | 9% | 13% | -2% | 3% | ? | 0% | -12% | -7%
COc1cccc(CNc2ccc([N+](=O)[O-])cc2C)c1
    -6% | -27% | -2% | -4% | -1% | 24% | -3% | 3% | -1% | 21% | 4%
O=C(NCc1ccccc1)N[C@@H](Cc1ccccc1)C(=O)O
    3% | 11% | 2% | 3% | 14% | 0% | 0% | -2% | -1% | -4% | /
CCn1c(COc2ccc3ccccc3c2C)nnc1SCC(=O)Nc1cccc(C(=O)O)c1
    ? | 2% | 19% | -4% | 17% | 19% | -1% | 17% | -2% | -8% | -18%
Cc1cccc(-c2nc(CSCC(=O)NCc3cccs3)c(C)o2)c1
    ? | -2% | 1% | -6% | 6% | -1% | -3% | 5% | -4% | 0% | 1%
Cc1ccc(C2(C)NC(=O)N(CC(=O)Nc3ccc(N4CCOCC4)cc3N3CCOCC3)C2=O)cc1 (stereo not drawn)
    0% | -18% | / | -2% | -5% | / | -1% | / | -3% | / | -1%
Cc1c(NS(=O)(=O)c2ccc(F)cc2)c(=O)n(-c2ccccc2)n1C
    -4% | 7% | -1% | -1% | 7% | -5% | -1% | -3% | -2% | 1% | 5%
CCC(=O)c1c[nH]c(C(=O)NCc2cccc(C(F)(F)F)c2)c1
    0% | -1% | 8% | 10% | -5% | -10% | 1% | -2% | 2% | -8% | -4%
O=C(CCl)NC(=O)NC12CC3CC(CC(C3)C1)C2
    -10% | -56% | ? | 0% | -19% | -1% | -16% | 0% | -44%[inhibitor] | ? | -12%
CC(C)(C#CC(O)(c1ccccc1)c1ccccc1)N1CCCCC1
    3% | -15% | -6% | 0% | -68%[inhibitor] | -14% | 3% | 9% | -4% | 2% | -17%
FC(F)(F)c1cc(C(F)(F)F)c2ccc(Oc3ccccc3)nc2n1
    1% | 5% | -21% | 2% | -6% | 13% | 0% | 0% | -2% | -6% | 8%
CC(CNCC1CCCO1)COc1ccccc1 (stereo not drawn)
    0% | 7% | 22% | 3% | -3% | 0% | -1% | 10% | 0% | 15% | 0%
CC1=C/C(=N\S(=O)(=O)c2ccccc2)C(C(C)C)=CC1=O
    -1% | -25% | -9% | -4% | 1% | -3% | -7% | 15% | -9% | -2% | 3%
Cc1nc2cc3sc(C)nc3cc2s1
    ? | ? | 1% | ? | 5% | -7% | 5% | -4% | 24% | 21% | -5%

3 entries from above, as comma-separated lines:
Compound,FLuc modulator,BRCA1 expr up,RORg inh,ELG1 genotoxic,p53 reactivation,MBNL1-CUG inh,NPC1 prom act,CXXC DNA block,Rab9 promoter act,Gal4-VP16 FLuc,uPA generation
Cc1c(NS(=O)(=O)c2ccc(F)cc2)c(=O)n(-c2ccccc2)n1C,-4%,7%,-1%,-1%,7%,-5%,-1%,-3%,-2%,1%,5%
CCC(=O)c1c[nH]c(C(=O)NCc2cccc(C(F)(F)F)c2)c1,0%,-1%,8%,10%,-5%,-10%,1%,-2%,2%,-8%,-4%
O=C(CCl)NC(=O)NC12CC3CC(CC(C3)C1)C2,-10%,-56%,?,0%,-19%,-1%,-16%,0%,-44%[inhibitor],?,-12%

(next part)
Under each structure – FLuc modulator | BRCA1 expr up | RORg inh | ELG1 genotoxic | p53 reactivation | MBNL1-CUG inh | NPC1 prom act | CXXC DNA block | Rab9 promoter act | Gal4-VP16 FLuc | uPA generation
Cc1c(NC(=O)c2ccccc2F)c(=O)n(-c2ccccc2)n1C
    -2% | 7% | 23% | 2% | 2% | -10% | 2% | 12% | 0% | -5% | /
CC(CNS(=O)(=O)c1ccc(Br)cc1)CN(C)C (stereo not drawn)
    -1% | 3% | 10% | -5% | -2% | -10% | -1% | -5% | 1% | -1% | 7%
Cc1ccc(NC(=O)c2cccc(S(=O)(=O)N3CCN(C)CC3)c2)cc1F
    -1% | -19% | ? | -10% | 2% | 1% | 0% | 7% | -4% | -6% | -6%
CCCCCCCCCCCCC/C=C/[C@@H](O)[C@@H](N)CO
    ? | 3% | 11% | 6% | 7% | / | -4% | 13% | 1% | 3% | -2%
CCNC(=O)C/C(C)=N/NC(=O)C12CC3CC(CC(C3)C1)C2
    3% | 0% | -27% | 1% | 6% | -8% | -2% | 3% | 0% | -14% | 0%
COc1ccc(-n2c(=S)[nH]c3cc(C(=O)NCc4ccc(F)cc4)ccc3c2=O)c(OC)c1
    -2% | -36% | ? | -9% | -2% | 2% | -6% | -5% | 4% | ? | -16%
O=C(/C=N/O)Nc1ccc(F)cc1
    3% | -9% | ? | 0% | -12% | -4% | -1% | -3% | -2% | 2% | 0%

The list is partial; count on the stated rates, not on these rows.
